NTR1 agonist: agonists of NTR1, primary screen, imaging, U2OS cells, beta-arrestin-GFP, high content (AID 493036) | P30989 | NTR1-U2OS beta-arrestin-GFP spot imaging, agonist mode | activation, % at 20 µM | actives 0.17% (n = 330,000);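 active = activation at or above 40% of the spot to cytoplasm intensity ratio, with at least 20 cells analyzed; inconclusive = wells under 20 cells, flagged as cytotoxic or low count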;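 note: 0% = DMSO without peptide and 100% = 100 nM NTR1 peptide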
Target sequence (P30989 whole entry, looked up): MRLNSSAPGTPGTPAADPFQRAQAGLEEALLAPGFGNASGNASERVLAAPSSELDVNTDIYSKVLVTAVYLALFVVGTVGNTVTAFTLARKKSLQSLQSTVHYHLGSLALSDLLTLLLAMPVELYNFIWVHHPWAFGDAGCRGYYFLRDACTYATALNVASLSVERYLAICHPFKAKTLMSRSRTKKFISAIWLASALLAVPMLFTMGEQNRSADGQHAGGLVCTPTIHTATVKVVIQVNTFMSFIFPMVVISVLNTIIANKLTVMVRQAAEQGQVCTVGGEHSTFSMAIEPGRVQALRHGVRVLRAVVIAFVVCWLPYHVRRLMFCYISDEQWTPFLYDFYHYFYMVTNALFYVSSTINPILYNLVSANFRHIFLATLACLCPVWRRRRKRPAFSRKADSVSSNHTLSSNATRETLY
HEK293 NOD2/NF-kB: NOD2 signaling inhibitors, cell-based, luminescence, uHTS, HEK293 (AID 1566); HEK293 NOD2/NF-kB luciferase reporter, luminescence; higher % means a stronger effect; inhibition, % at 4 µM; hits with a dose series show EC50 in µM; actives 0.63% (n = 290,000); note: many of its hits are not listed in these tables
T cell HTS: modulates CD8 T cell binding to vesicles; 2C CD8+ T cell-vesicle binding, flow cytometry; hits give low values; calls only at 7 µM; actives 0.068% (n = 330,000); AID 2052;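 active = response, share of CD8 T cells binding vesicles, and their 90th percentile fluorescence all below set limits, cut at about 80% in these data, passing the limit was not always enough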
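Incubation: binding step 1.5 h, 37 °C, antibody labelling 20 min, ice; system: murine 2C transgenic CD8+ T lymphocytes; technique: cytometric PE anti-B7-1 and Alexa647 anti-CD8 signals after 1% paraformaldehyde fixation; also added: QL9-charged Drosophila Ld/ICAM-1/B7-1 vesicles; control set: naked versus QL9-loaded vesicles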
GPR55 beta-arrestin: GPR55 agonists via beta-arrestin recruitment, primary screen, imaging, U2OS cells, beta-arrestin-GFP redistribution (AID 1961) | U2OS GPR55 beta-arrestin-GFP redistribution imaging; higher % means a stronger effect | activation, % at 10 µM; hits with a dose series show EC50 in µM | actives 0.048% (n = 290,000);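 active = activation above 40% with more than 50 cells counted in the well; inconclusive = wells holding fewer than 50 cells, flagged as toxic or sparse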;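 note: U2OS osteosarcoma cells stably expressing GPR55 and beta-arrestin-GFP; plate controls were DMSO negative control for no effect and LPI positive control for full effect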
Myeloid diff 2: myeloid differentiation induction; ER-HoxA9 myeloid progenitors, lysozyme-GFP differentiation, flow cytometry; calls only at 10 µM; actives 1% (n = 360,000); AID 624256;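 active = normalized GFP-positive differentiation at or above the plate's own cutoff, the solvent-only control mean plus 3 SD; inconclusive = no clear call, values can overlap the other calls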;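 note: cells exposed to compound for four days before flow analysis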
NOD1 inhibition: NOD1 signaling inhibitors, primary screen, cell-based, luminescence, uHTS (AID 1578) | one-dose inhibition, % at 4 µM; EC50 in µM for titrated hits | actives 1% (n = 290,000) | NOD1-driven NF-kB luciferase reporter cells, luminescence; higher % means a stronger effect; in the data active = inhibition mostly above about 36%, no sharp cut-off; inactive = mostly below about 34%;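 note: HEK-293T reporter cells stimulated with the NOD1 agonist gamma-tri-DAP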
KOR beta-arrestin-1: kappa opioid receptor blockers – cell-based, luminescence, uHTS (AID 1778); actives 0.091% (n = 290,000); KOR beta-arrestin recruitment, luminescence, antagonist mode; higher % means a stronger effect; one-dose inhibition, % at 10 µM; IC50 in µM for titrated hits; note: strong numbers were not always called active
KOR beta-arrestin-2: kappa opioid receptor activators – cell-based, luminescence, uHTS, primary screen (AID 1777). KOR beta-arrestin recruitment, luminescence; higher % means a stronger effect. activation, % at 10 µM; hits with a dose series show EC50 in µM. actives 0.02% (n = 280,000); in the data active = activation above about 50%, passing the limit was not always enough; note: a part of the inactive calls stands beside numbers as strong as those of hits
GPR55 antagonists: GPR55 antagonists blocking LPI-driven arrestin recruitment, primary screen, imaging, U2OS, beta-arrestin-GFP, LPI agonist (AID 2013); U2OS GPR55 beta-arrestin-GFP translocation imaging, LPI antagonism; higher % means a stronger effect; actives 0.13% (n = 290,000); inhibition, % at 10 µM; hits with a dose series show IC50 in µM;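 active = spots per cell inhibited over 60%, with over 100 cells counted and total cytoplasm intensity under 500,000; inconclusive = wells with under 100 cells, flagged as likely toxic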;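 note: U2OS cells stably carrying GPR55 and arrestin-GFP stimulated by 5 µM LPI near EC80; imaged beta-arrestin-GFP aggregate spots per cell after agonist stimulation; plate controls were LPI-stimulated DMSO wells for no effect and DMSO wells without LPI for full effect; some results filed as inactive read as strong as hits; confirmed hits need IC50 under 10 µM and bright autofluorescent wells are also inconclusive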
T cell HTS vesicle-bound %: further read-out of T cell HTS, marked with its call; double positive events, %; measured here: CD8+ vesicle-bound cell fraction;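 binding gate set so that unloaded-vesicle control wells show 10% double positive cells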
NTR1 agonist cell count 20 µM: also measured in NTR1 agonist; calls as there; cell count; measured here: cell count, cytotoxicity flag
Myeloid diff 2 GFP+ MAC1+ %: recorded beside Myeloid diff 2, whose call it bears; GFP+ MAC1+ double positive, %; measured here: differentiation confirmed by MAC1 staining
Active calls of the source: *; i = inactive; ? = inconclusive; · = not tested or not shown; [ ] = another dose, or the depositor's remark. Cut-off read from the data, not from the text of the source, unless noted: active = inhibition above about 50%; inactive = the rest.

#	canonical_smiles	NTR1 agonist	NTR1 agonist cell count 20 µM	HEK293 NOD2/NF-kB	T cell HTS	T cell HTS vesicle-bound %	GPR55 beta-arrestin	Myeloid diff 2	Myeloid diff 2 GFP+ MAC1+ %	NOD1 inhibition	KOR beta-arrestin-1	KOR beta-arrestin-2	GPR55 antagonists
1	Cc1ccc(S(=O)(=O)NNC(=O)C2CCCCC2)cc1	0.1	47	4%	i	20	0.6%	i	3.4	-39%	-8%	0.0%	0%
2	CC(=O)c1ccc(NS(=O)(=O)c2cccc(C(=O)Nc3ccccc3C(=O)O)c2)cc1	-0.1	72	26%	i	60	0.2%	i	0.7	-21%	-72%[20 µM]	7.4%	-13%
3	CCOc1cc(CNC(CC)CO)ccc1OCC(=O)Nc1cccc(C(F)(F)F)c1 (configuration not stated)	4.9	45	-11%	i	52	-0.1%	i	0.7	-33%	1%[20 µM]	1.1%	10%
4	Cc1ccsc1C(=O)N1CC(=O)Nc2ccccc21	-0.4	41	0%	i	18	0.2%	i	1.8	12%	-19%	-3.7%	1%
5	COc1ccc(N2CC(C(=O)Nc3ccc(S(=O)(=O)Nc4nc(C)cc(C)n4)cc3)CC2=O)cc1 (configuration not stated)	-1.0	58	-4%	i	38	-0.3%	i	6.7	12%	15%	6.5%	0%
6	Cc1ccc(OCCOCCn2ccnc2)c(Br)c1	-0.5	39	7%	i	42	-0.1%	·	·	8%	-18%	0.8%	-12%
7	O=C(CCN1C(=O)/C(=C/c2cccc(Br)c2)SC1=S)Nc1cccnc1	6.3	75	17%	i	23	0.0%	i	0.4	14%	-16%	12%	-8%
8	CC(=O)c1cccc(NC(=O)CSC(=O)c2ccccc2)c1	4.1	83	3%	i	39	0.3%	i	2.7	-16%	18%	-2.2%	5%
9	Nc1nc(SCc2ccc(F)cc2)ns1	-0.7	65	-32%	i	28	0.1%	i	0.5	-54%	-19%	-4.3%	11%
10	Cc1cccc(-n2c(SCC(=O)Nc3ccc4c(c3)OCO4)nnc2-c2ccoc2C)c1	0.2	88	31%	i	58	0.0%	i	0.0	0%	32%	-3.1%	-2%
11	CCC(C)COC(=O)C(C#N)c1nc2ccccc2nc1N1CCCCC1 (configuration not stated)	5.2	86	-1%	i	21	0.3%	i	0.5	10%	9%	9.3%	10%
12	CN(CCc1ccccc1)C1CCCN(S(=O)(=O)c2cccc(F)c2)C1 (configuration not stated)	0.2	53	-16%	i	58	0.0%	i	0.7	-16%	-43%[20 µM]	-1.9%	-1%
13	CC(=O)NC(CC(C)C)C(=O)NC(Cc1ccccc1)C(N)=O (configuration not stated)	·	·	-6%	·	·	1.7%	·	·	13%	-21%	2.4%	-4%
14	O=C(O)c1cc(N/N=C/c2cccs2)ccc1Cl	-0.5	58	-80%	i	10	-0.1%	·	·	-47%	18%[20 µM]	-2.2%	12%
15	COc1ccc(-n2ncc3c(=O)n(CC(=O)OCc4ccccc4)cnc32)cc1	2.3	60	7%	i	16	0.5%	i	8.5	-11%	24%	-5.4%	15%
16	CCCCN1C2CCCC1CC(NC(=O)c1cccc(OC)c1)C2 (configuration not stated)	1.8	58	7%	i	8	-0.1%	i	1.3	-8%	9%[20 µM]	-5.7%	11%
17	Cc1cccc(NC(=O)CN(C)S(=O)(=O)c2cccc3cccnc23)c1C	0.3	62	11%	i	14	-0.1%	i	0.4	-5%	-5%	-1.5%	18%
18	CCOC(=O)c1cccc(NC(=O)CNS(=O)(=O)c2cccs2)c1	-1.6	96	13%	i	37	-0.1%	i	1.5	12%	7%	-5.2%	9%
19	CCOC(=O)N1CCC(NC(=O)Cn2nc(Cc3ccncc3)c3ccccc3c2=O)CC1	-0.4	74	4%	i	18	-0.1%	i	1.4	-8%	6%	-7.3%	13%
20	O=[N+]([O-])c1ccc(N2CCN(c3ccccc3)CC2)cc1	1.2	51	1%	i	56	0.4%	i	0.7	5%	-21%	-5.0%	-2%
21	COc1ccc(-n2c(SCC(=O)Nc3nccs3)nnc2-c2ccccc2)cc1	-0.3	78	-13%	i	59	-0.1%	i	1.9	-30%	-6%	-1.2%	-7%
22	O=C(Cn1[nH]c(=O)c2ccccc2c1=O)NNC(=O)c1ccccc1	0.1	59	-3%	i	28	0.2%	i	0.0	-27%	-55%[20 µM]	1.2%	3%
23	COc1cc2c(cc1OC)CN(Cc1cc(=O)oc3cc(C)c(Cl)cc13)CC2	0.6	62	6%	i	43	-0.1%	i	0.4	-21%	-91%	2.3%	9%
24	COc1ccccc1/C=C/C(=O)Nc1ccc2c(c1)OCCO2	5.2	46	-145%	i	48	-0.4%	?	·	-61%	·	5.7%	0%
25	CC(=O)C1(C)N(O)C(C)(C)C(c2ccco2)=[N+]1[O-] (configuration not stated)	-0.5	84	12%	i	42	0.5%	i	0.8	7%	-9%	-0.9%	5%
26	Cc1noc(C)c1/C=N/Nc1ccccn1	1.7	71	-15%	i	34	-0.2%	i	0.9	-41%	-2%	0.2%	-12%
27	COc1cccc(C(=O)Nc2ccc(C(F)(F)F)n(C)c2=O)c1	-1.2	74	-61%	i	43	-0.1%	i	0.6	-83%	32%	-0.1%	7%
28	N#CC1=C2SC=C(c3ccc(Br)cc3)N2CCCC1=O	2.3	20	-102%	i	40	-0.6%	i	0.0	-63%	-24%	1.4%	1%
29	CC(C)N(C(=O)c1nn(C)c2c1CSc1ccccc1-2)C1CCCCC1	8.7	48	24%	i	24	-0.1%	i	2.2	4%	-6%	-0.9%	7%
30	CCCOc1ccc(CC(=O)NCc2ccco2)cc1OC	-1.4	51	-3%	i	53	-0.1%	i	1.4	-7%	0%	-0.7%	11%

Given screen by screen: entries from further up
(2) CC(=O)c1ccc(NS(=O)(=O)c2cccc(C(=O)Nc3ccccc3C(=O)O)c2)cc1
(3) CCOc1cc(CNC(CC)CO)ccc1OCC(=O)Nc1cccc(C(F)(F)F)c1 (configuration not stated)
(4) Cc1ccsc1C(=O)N1CC(=O)Nc2ccccc21
Assay by compound	2	3	4
NTR1 agonist	-0.1	4.9	-0.4
NTR1 agonist cell count 20 µM	72	45	41
HEK293 NOD2/NF-kB	26%	-11%	0%
T cell HTS	i	i	i
T cell HTS vesicle-bound %	60	52	18
GPR55 beta-arrestin	0.2%	-0.1%	0.2%
Myeloid diff 2	i	i	i
Myeloid diff 2 GFP+ MAC1+ %	0.7	0.7	1.8
NOD1 inhibition	-21%	-33%	12%
KOR beta-arrestin-1	-72%[20 µM]	1%[20 µM]	-19%
KOR beta-arrestin-2	7.4%	1.1%	-3.7%
GPR55 antagonists	-13%	10%	1%

More structures follow:
#	canonical_smiles	NTR1 agonist	NTR1 agonist cell count 20 µM	HEK293 NOD2/NF-kB	T cell HTS	T cell HTS vesicle-bound %	GPR55 beta-arrestin	Myeloid diff 2	Myeloid diff 2 GFP+ MAC1+ %	NOD1 inhibition	KOR beta-arrestin-1	KOR beta-arrestin-2	GPR55 antagonists
31	Cc1csc(CCc2nc(C)cs2)n1	-1.0	38	3%	i	42	0.0%	i	0.8	-27%	-15%	-1.7%	18%
32	Cc1cc(Br)ccc1SCC(=O)Nc1cccnc1	0.7	33	10%	i	32	0.1%	i	0.2	11%	-25%	0.1%	4%
33	Cc1cnc(-c2nnc(N(C)C(=O)c3ccccn3)s2)cn1	·	·	-4%	·	·	-0.2%	·	·	-6%	-18%	-3.2%	12%
34	S=C(Nc1ccccc1Cl)N(Cc1cccnc1)Cc1ccco1	0.2	65	5%	i	28	-0.7%	·	·	-33%	4%	-1.9%	0%
35	CCC(=O)c1ccc(OCC(=O)c2ccc3c(c2)NC(=O)CO3)cc1	4.4	69	17%	i	30	-0.2%	i	0.1	0%	-27%	6.1%	7%
36	CC(C)(C)c1ccc(C(=O)NCC(=O)OCC(=O)c2ccc3c(c2)-c2ccccc2C3)cc1	1.5	39	-9%	i	50	-0.3%	i	0.1	-22%	20%	0.3%	4%
37	Cc1no[n+]([O-])c1COc1cccc(/C=N/Nc2nncn2N)c1	2.3	58	-59%	i	30	-0.2%	i	0.2	-14%	21%	7.2%	4%
38	COc1ccc(Cl)cc1C(=O)Nc1ccncc1	1.5	55	5%	i	34	-0.1%	i	0.5	-9%	9%	3.4%	5%
39	Cc1ccccc1CN1CCN(S(=O)(=O)c2ccc(F)cc2)CC1	0.5	84	8%	i	13	0.4%	i	0.4	-25%	-20%	4.7%	12%
40	NC(CCC(=O)O)C12CC3CC(CC(C3)C1)C2 (configuration not stated)	2.8	45	11%	i	32	-0.2%	i	0.4	-26%	-17%	-0.6%	10%
41	Nc1cc(=O)[nH]c(SCc2ccccc2Cl)n1	4.2	33	23%	i	53	0.8%	i	0.6	-3%	-34%[20 µM]	3.4%	-2%
42	COc1ccc(C2C(C#N)=C(N)Oc3c2c(C)nn3-c2ccccc2)cc1Cn1nc(C)c([N+](=O)[O-])c1C (configuration not stated)	0.1	54	5%	i	45	-0.1%	i	1.2	85%*	-30%	2.1%	-6%
43	CCS(=O)(=O)Nc1cccc(C(=O)O)c1	-0.5	55	25%	i	25	-0.3%	·	·	8%	12%	-0.2%	-1%
44	O=C(/C=C/c1ccco1)NCCc1ccccc1	1.3	70	-49%	i	22	0.0%	i	0.1	-49%	14%	-0.9%	-3%
45	COc1ccc(Cl)cc1NS(=O)(=O)c1c(C)nc2sccn2c1=O	-1.4	65	12%	i	18	0.7%	i	1.9	-23%	-25%[20 µM]	-6.7%	-2%

Compound activity as filed in PubChem.

This is a subset; the hit share may differ from the screen's.
